PAFAH2 FP inh = PAFAH2 enzyme inhibitors, primary screen, biochemical, fluorescence polarization, human; Platelet-activating factor acetylhydrolase 2, cytoplasmic (Homo sapiens), Q99487; AID 492956, 2010; recombinant PAFAH2, FP-rhodamine activity probe; inhibition, % at 3.39 µM; hit rate 0.99% among 340,000;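 active means inhibition above the mean over all tested compounds plus 3 SD, cut at about 30% in these data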;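 further: inhibitors block probe labeling of enzyme so polarization drops; 0% = enzyme with DMSO and 100% = wells lacking PAFAH2 protein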
PAFAH1B3 FP inh = PAFAH1B3 enzyme inhibitors, primary screen, biochemical, fluorescence polarization, human; hit rate 0.28% among 340,000; recombinant PAFAH1B3, FP-rhodamine probe; inhibition, % at 3.39 µM; Platelet-activating factor acetylhydrolase IB subunit alpha1 (Homo sapiens), Q15102;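 active means inhibition above the screen-wide average of all tested compounds plus 3 SD, cut at about 25% in these data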;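 further: 0% = enzyme with DMSO only and 100% = wells lacking PAFAH1B3 protein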
EBNA-1 inhibitor = EBNA-1 DNA-binding inhibitors, primary screen, biochemical, fluorescence polarization; inhibition, % at 14.8 µM; hit rate 0.34% among 300,000; AID 1950, 2009; in the data active means inhibition above about 28%
pPAFAH inh = pPAFAH enzyme inhibitors, primary screen, biochemical, fluorescence polarization, human; Platelet-activating factor acetylhydrolase (Homo sapiens), Q13093; recombinant pPAFAH, FP-rhodamine probe fluorescence polarization; inhibition, % at 3.39 µM; hit rate 1.5% among 330,000; AID 463082, 2010;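 active means inhibition above the mean inhibition across the screen plus 3 SD, cut at about 25% in these data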;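 further: inhibitors block binding of the rhodamine activity-based probe so polarization drops; 0% = enzyme with DMSO and 100% = wells lacking pPAFAH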
PREPL inh = PREPL enzyme inhibitors, primary screen, biochemical, fluorescence polarization | recombinant PREPL, fluorescence polarization activity-based probe | inhibition, % at 5.96 µM | Prolyl endopeptidase-like (Homo sapiens), Q4J6C6 | hit rate 0.68% among 320,000; in the data active means inhibition above about 43%;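 further: 0% = enzyme with DMSO and 100% = wells lacking enzyme; many of its hits are not listed in these tables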
Target sequence (Q4J6C6 whole entry, looked up): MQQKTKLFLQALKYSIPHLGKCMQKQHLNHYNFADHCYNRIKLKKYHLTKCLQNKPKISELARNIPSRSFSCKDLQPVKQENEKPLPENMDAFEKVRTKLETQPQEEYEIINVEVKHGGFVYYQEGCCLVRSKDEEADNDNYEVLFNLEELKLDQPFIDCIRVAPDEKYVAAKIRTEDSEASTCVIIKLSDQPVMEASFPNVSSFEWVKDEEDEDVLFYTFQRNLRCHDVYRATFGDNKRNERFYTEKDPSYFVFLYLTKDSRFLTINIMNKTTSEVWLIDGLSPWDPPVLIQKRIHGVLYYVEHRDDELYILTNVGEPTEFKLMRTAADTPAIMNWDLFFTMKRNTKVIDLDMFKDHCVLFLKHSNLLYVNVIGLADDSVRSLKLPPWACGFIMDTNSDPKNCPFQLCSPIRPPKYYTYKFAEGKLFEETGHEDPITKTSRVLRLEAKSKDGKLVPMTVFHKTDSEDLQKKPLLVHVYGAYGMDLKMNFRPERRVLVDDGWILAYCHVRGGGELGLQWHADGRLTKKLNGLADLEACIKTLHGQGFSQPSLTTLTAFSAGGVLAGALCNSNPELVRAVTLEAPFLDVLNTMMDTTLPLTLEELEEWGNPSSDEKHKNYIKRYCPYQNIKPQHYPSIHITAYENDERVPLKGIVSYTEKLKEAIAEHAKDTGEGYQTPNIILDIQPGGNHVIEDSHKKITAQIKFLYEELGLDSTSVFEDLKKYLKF
LYPLA1 inh = LYPLA1 inhibitors, primary screen, counter-screen for PME1 inhibitor project, biochemical, fluorescence polarization, FP-Rh probe ABPP; recombinant LYPLA1; inhibition, % at 5.9 µM; hit rate 0.16% among 320,000;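 active means inhibition above the mean of all tested compounds plus 3 SD, set per campaign, cut at about 14% in these data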;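 further: inhibitors block serine hydrolase probe labeling of LYPLA1 so polarization falls; 0% = enzyme with DMSO and 100% = wells lacking LYPLA1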
ZTA DNA inh = counter-screen for EBNA-1 inhibitors: inhibitors of Epstein-Barr virus ZTA; P03206; ZTA-DNA binding, fluorescence polarization; inhibition, % at 11 µM; hit rate 0.15% among 320,000; AID 2234; in the data active means inhibition above about 33%
LYPLA2 counter = LYPLA2 inhibitors, primary screen, counter-screen for PME1 inhibitor project, biochemical, fluorescence polarization, FP-Rh probe ABPP. inhibition, % at 5.9 µM. recombinant LYPLA2. hit rate 0.38% among 320,000. Acyl-protein thioesterase 2 (Homo sapiens), O95372;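 active means inhibition above the screen-wide mean plus 3 SD, limit set per campaign, cut at about 26% in these data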;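 further: 0% = LYPLA2 with DMSO and 100% = wells lacking LYPLA2 enzyme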
Target sequence (O95372 whole entry, looked up): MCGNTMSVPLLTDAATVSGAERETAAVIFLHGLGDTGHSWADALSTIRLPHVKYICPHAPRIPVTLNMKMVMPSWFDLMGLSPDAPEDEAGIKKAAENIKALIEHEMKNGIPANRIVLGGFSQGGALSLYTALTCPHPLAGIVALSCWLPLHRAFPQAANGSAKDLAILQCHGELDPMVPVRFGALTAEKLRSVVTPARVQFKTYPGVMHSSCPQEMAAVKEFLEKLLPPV
PAFAH1B2 FP inh = PAFAH1B2 enzyme inhibitors, primary screen, biochemical, fluorescence polarization, human. Platelet-activating factor acetylhydrolase IB subunit alpha2 (Homo sapiens), P68402. recombinant PAFAH1B2, FP-rhodamine activity probe. inhibition, % at 3.39 µM. hit rate 1.2% among 340,000. AID 492953, 2010;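 active means inhibition above the mean of all tested compounds plus 3 SD, cut at about 24% in these data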;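 further: 0% = enzyme with DMSO and 100% = wells lacking PAFAH1B2; many of its hits are not listed in these tables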
Active calls of the source: *; nt = not tested or not shown.

entry	Structure	PAFAH2 FP inh	PAFAH1B3 FP inh	EBNA-1 inhibitor	pPAFAH inh	PREPL inh
1	O=C(CSc1ncn[nH]1)Nc1cccc(S(=O)(=O)N2CCCCCC2)c1	0	2	1	3	-4
2	COc1ccc(N(CC(=O)N2CCN(C)CC2)S(=O)(=O)c2ccccc2)cc1OC	-6	9	-9	4	7
3	O=C(CCN1C(=O)c2ccccc2C1=O)C1=NN[C@@H]2C(=O)N(c3ccc(F)cc3)C(=O)[C@H]12	4	13	-2	2	5
4	CCn1c(COc2ccc(C)cc2)nnc1SCc1ccc(C#N)cc1	1	-3	-6	3	-12
5	Cc1ccc2oc(C(=O)N(C)Cc3ccc(C)o3)c(C)c2c1	-2	8	6	6	-10
6	COc1ccc(N(CC(=O)N/N=C/c2cc3ccc(OC)cc3nc2Cl)S(=O)(=O)c2ccccc2)cc1	nt	nt	-20	-2	-8
7	CC(C)OC(=O)NCCOC(=O)Nc1cccc(Cl)c1	0	4	-10	-3	5
8	CN(C)c1nc(Oc2ccc(C(=O)OCC(=O)Nc3ccccc3)cc2)nc(N(C)C)n1	90*	0	-11	23	-15
9	O=C(O)c1cccc(N/N=C(\N=Nc2ccccc2)c2ccccc2)c1	17	-5	6	25*	-11
10	CCOC(=O)N1CCC(NC(=O)CSc2cc(=O)n(CC)c3ccccc23)CC1	8	-1	-4	0	3
11	Cn1c(N)c(C(=O)COC(=O)c2cc(-c3ccccc3)nc3ccccc23)c(=O)n(C)c1=O	nt	nt	9	-1	-8
12	O=C(CSc1n[nH]c(=O)n1-c1cccnc1)Nc1ccccc1	-3	5	2	2	0

entry	LYPLA1 inh	ZTA DNA inh	LYPLA2 counter	PAFAH1B2 FP inh
1	0	6	4	12
2	1	-6	2	-6
3	2	-5	8	0
4	-2	-29	0	1
5	4	2	0	5
6	1	-12	5	nt
7	-7	-9	-2	3
8	-3	-29	-1	1
9	3	2	10	3
10	-1	-11	-7	6
11	0	2	0	nt
12	-1	4	-4	2

The list continues.
entry	Structure	PAFAH2 FP inh	PAFAH1B3 FP inh	EBNA-1 inhibitor	pPAFAH inh	PREPL inh
13	O=C1CSC(c2cn(-c3ccccc3)nc2-c2cc3ccccc3oc2=O)N1Cc1ccco1 (centres undefined)	3	4	-10	4	-3
14	CC1CCN(C(=S)NC(=O)c2cccs2)CC1	3	7	-11	-2	3
15	Cc1cc(C)cc(OC(C)C(=O)Nc2ccccc2C(=O)NCc2cccnc2)c1 (centres undefined)	1	2	-10	8	-5
16	Cc1cc(C)c(NC(=O)CCCC(=O)O)c(Cl)c1	-1	1	1	0	24
17	Nc1nc(CSc2ncn[nH]2)nc(Nc2ccc(F)cc2)n1	1	-2	-7	-9	-4
18	Cc1ccc(NC(=O)C(C)N2C(=O)c3ccccc3C2=O)nc1 (centres undefined)	2	2	-2	2	0
19	COc1ccc(-c2nc(-c3ccccn3)nc(N3CCN(C)CC3)c2C#N)cc1	-3	8	-18	-1	4
20	COc1cc(C(=O)NC2CCCc3ccccc32)cc(OC)c1OC (centres undefined)	7	6	-7	5	4
21	Cc1cc(NC(=O)c2ccco2)c(=O)n(Cc2c(F)cccc2Cl)c1	2	-3	-2	11	-11
22	COC(=O)[C@@H]1CCCN1C(=O)CCc1nnc(CCC2CCCCC2)o1	2	0	3	4	-2
23	COc1ccc(Cn2c(=S)[nH]c3cc(C(=O)NCCCN4CCOCC4)ccc3c2=O)cc1	-11	-1	0	-1	7
24	Cc1ccc2c(Cl)cc(Cl)c(OCC(=O)N3CCOCC3)c2n1	1	3	nt	6	5

entry	LYPLA1 inh	ZTA DNA inh	LYPLA2 counter	PAFAH1B2 FP inh
13	-3	17	0	4
14	-2	-4	-2	2
15	3	-8	8	-1
16	2	3	-1	6
17	2	1	-8	6
18	1	-4	2	-1
19	-1	-1	-9	1
20	3	12	6	1
21	4	1	-1	8
22	8	15	5	4
23	-4	-18	0	-5
24	3	2	1	5

Continued (six carried over from the part before).
entry	Structure	PAFAH2 FP inh	PAFAH1B3 FP inh	EBNA-1 inhibitor	pPAFAH inh	PREPL inh
19	COc1ccc(-c2nc(-c3ccccn3)nc(N3CCN(C)CC3)c2C#N)cc1	-3	8	-18	-1	4
20	COc1cc(C(=O)NC2CCCc3ccccc32)cc(OC)c1OC (centres undefined)	7	6	-7	5	4
21	Cc1cc(NC(=O)c2ccco2)c(=O)n(Cc2c(F)cccc2Cl)c1	2	-3	-2	11	-11
22	COC(=O)[C@@H]1CCCN1C(=O)CCc1nnc(CCC2CCCCC2)o1	2	0	3	4	-2
23	COc1ccc(Cn2c(=S)[nH]c3cc(C(=O)NCCCN4CCOCC4)ccc3c2=O)cc1	-11	-1	0	-1	7
24	Cc1ccc2c(Cl)cc(Cl)c(OCC(=O)N3CCOCC3)c2n1	1	3	nt	6	5
25	Cc1ccc2nc(/C(C#N)=C/c3ccc(-c4cccc([N+](=O)[O-])c4)o3)[nH]c2c1	-5	-1	4	2	6
26	Cc1nnc(SCC(=O)Nc2sc3c(c2C#N)CCCCC3)n1N	8	-5	-16	3	9
27	COc1ccc(S(=O)(=O)N2CCC(C(=O)N[C@H](C(=O)NC3CCCC3)C(C)C)CC2)cc1	5	11	-2	4	-2
28	Cc1nc2ccc(F)cc2cc1C(=O)Nc1cccc(Cl)c1C	2	6	12	3	4
29	O=C(CCC(=O)N1CCOc2ccc(Cl)cc21)N1CCN(c2ccccn2)CC1	-1	5	10	4	-2
30	COc1ccc(-c2csc(Nc3cccc(C)n3)n2)cc1	7	5	6	19	5
31	COc1cc(/C=N/NC(=O)c2nnn(-c3nonc3N)c2C(C)C)ccc1OCc1ccccc1	-23	-7	-3	-8	22
32	CC(=O)Nc1ccc(C(=O)OCC(=O)Nc2c(F)cccc2F)cc1	50*	7	-1	-2	-9
33	COc1cccc(OC)c1OCCNCCO	5	-4	-16	0	-1
34	CCOc1ccc(CNn2nnnc2N)cc1	4	2	7	0	1
35	CCCS(=O)(=O)N1CCC(C(=O)NCc2cccnc2)CC1	3	2	-7	2	-5
36	O=C(Nc1ccc(F)cc1F)c1ccc2c(c1)[nH]c(=O)n2Cc1ccc(F)cc1	0	6	9	6	-14

entry	LYPLA1 inh	ZTA DNA inh	LYPLA2 counter	PAFAH1B2 FP inh
19	-1	-1	-9	1
20	3	12	6	1
21	4	1	-1	8
22	8	15	5	4
23	-4	-18	0	-5
24	3	2	1	5
25	-5	-3	0	-4
26	4	1	1	7
27	-1	-3	5	15
28	1	-3	3	-1
29	1	12	6	5
30	-1	8	0	6
31	-18	2	-35	-10
32	0	-23	2	4
33	2	-2	1	3
34	1	12	2	8
35	-1	3	-2	5
36	-1	-21	5	2

Continuation.
entry	Structure	PAFAH2 FP inh	PAFAH1B3 FP inh	EBNA-1 inhibitor	pPAFAH inh	PREPL inh
37	O=C(CSc1nccn1-c1ccccc1)c1ccc(Cl)cc1	-6	11	1	1	-18
38	NNC(=O)c1ccccc1OCc1ccccc1	7	15	-6	1	-19
39	O=C(Nc1ccc2c(c1)OCCO2)C1CCCN(S(=O)(=O)c2cccc3nsnc23)C1 (centres undefined)	-4	2	-18	2	-8
40	COC(=O)N=Nc1c(O)[nH]c2ccc(Br)cc12	5	-3	-4	1	2
41	COc1ccccc1N1CCN(CCN2C(=O)C3CCCN3C2=O)CC1 (centres undefined)	4	9	-6	-3	-4
42	CCCCCCC(=O)N1CCC(c2nc3c(nnn3Cc3ccccc3Cl)c(=O)[nH]2)CC1	14	-1	-1	1	13
43	COc1cc(S(=O)(=O)Nc2cccc3cn[nH]c23)c(OC)cc1C	-6	10	4	7	3
44	COc1cc(C(=O)OCC(=O)Nc2ccc(F)cc2F)cc(OC)c1OC	4	2	3	-3	10
45	CC(C)CCNC(=O)NC(=O)COC(=O)c1cc(S(=O)(=O)N2CCOCC2)ccc1N1CCCCC1	-4	1	-3	3	1
46	Cc1ccc(S(=O)(=O)N2CCN(C(=O)COC(=O)c3cc([N+](=O)[O-])ccc3NCCO)CC2)c(C)c1	-1	10	nt	10	19
47	Cc1ccc2c(c1)-c1c(cnn1CC(=O)N(Cc1ccco1)C1CCCCC1)CO2	3	15	-5	-1	3
48	CCN(CC)S(=O)(=O)c1cccc(NC(=O)COC(=O)/C=C/c2cccs2)c1	67*	-5	9	9	9

entry	LYPLA1 inh	ZTA DNA inh	LYPLA2 counter	PAFAH1B2 FP inh
37	-2	5	-5	11
38	-4	-13	7	6
39	4	-4	12	-1
40	2	10	4	5
41	-2	-4	5	5
42	7	5	39*	3
43	0	3	1	-4
44	2	7	4	1
45	1	10	-4	5
46	nt	nt	nt	2
47	-1	7	-1	9
48	-8	16	1	3

(list continues)
entry	Structure	PAFAH2 FP inh	PAFAH1B3 FP inh	EBNA-1 inhibitor	pPAFAH inh	PREPL inh
49	O=C(NC(c1ccccc1)c1ccccc1)c1ccc(CO)cc1	-1	3	8	3	-2
50	Cc1c(NC(=O)OCCNC(=O)COc2c(Cl)cccc2Cl)sc(=S)n1C	7	8	3	5	6
51	O=C(OCc1ccccc1)c1cccc(-c2nnc(-c3ccccc3)o2)c1	-11	3	-1	2	2
52	CC(C)N(C(=O)[C@H]1CC(CC(=O)NC(C)(C)C)C(=O)N2CCc3c([nH]c4ccccc34)[C@]12C)C(C)C (some centres undefined)	5	9	nt	6	16

entry	LYPLA1 inh	ZTA DNA inh	LYPLA2 counter	PAFAH1B2 FP inh
49	4	-3	4	6
50	1	-16	3	1
51	-8	1	-11	0
52	nt	nt	nt	6

Bioassay records (PubChem BioAssay)

An excerpt; count on the stated rates, not on these rows.
